HEK cytotox = Cytotoxic Profiling in HEK 293 Cell Line of Diverse Libraries Using Quantitative High-Throughput Screening; hit rate 6.6% among 94,000; HEK 293 viability, ATP luminescence (CellTiter-Glo), 48-72 h; Potency, µM (titrated, usually from 115 µM), for inactives: at the top dose activity change, negative = cytotoxicity, usual class: inhibitors; further: potency means the concentration at half of the fitted maximal effect; nearly all actives have a fitted effect of over 60% in size
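Read-out: CellTiter-Glo ATP luminescence. Cells: HEK 293, 250 cells/well. Exposure: 48 or 72 hr, 37 degree Celsius.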
3T3 cytotox = Cytotoxic Profiling in NIH 3T3 Cell Line of Diverse Libraries Using Quantitative High-Throughput Screening | Potency, µM (top dose mostly 96.7 µM), for the others: top-dose activity change, negative = cytotoxicity, actives largely listed as inhibitors | AID 1345082, 2018 | hit rate 4.3% among 94,000 | NIH 3T3 viability, CellTiter-Glo ATP luminescence, 48-72 h; further: potency means the concentration at half of the fitted maximal effect; nearly all actives have a fitted effect of over 55% in size
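Luminescent ATP readout (CellTiter-Glo, 10 min RT) after 48 or 72 hr compound exposure of NIH 3T3 cells seeded at 400 cells/well in 1536-well format; quantitative HTS.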
HEK293 viab = GF-AFC viability counterscreen for inhibitors of alpha-synuclein gene (SNCA) expression. Potency, µM (top dose mostly 57.1 µM), inactives show at the highest dose activity change, negative = cytotoxicity, most hits filed as cytotoxic. hit rate 0.12% among 150,000. HEK-293-SNCA-luc viability, GF-AFC fluorescence, 24 h;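 further: potency means the concentration at half of the fitted maximal effect; 0% = DMSO-treated cells and -100% = medium-only wells without cells; nearly all actives have a fitted effect of over 30% in size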
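Cytotoxicity counterscreen: after 24 h compound treatment of genome-edited SNCA-luciferase HEK-293 cells, live-cell protease substrate GF-AFC read by fluorescence after 30 min; activity scaled between DMSO (0%) and medium-only (-100%), curves Hill-fitted.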
GPT2 inh = Primary qHTS assay for inhibitors of Glutamate pyruvate transaminase 2 (GPT2) | Alanine aminotransferase 2 (Homo sapiens), Q8TD30 | Recombinant GPT2, coupled pyruvate oxidase/HRP Amplex Red fluorescence | Potency, µM (top dose mostly 57.7 µM), without a hit: at the highest dose activity change, negative = inhibition, most hits filed as inhibitors | hit rate 0.25% among 100,000; further: potency means the concentration at half of the fitted maximal effect; nearly all actives have a fitted effect of over 60% in size; many of its hits are not listed in these tables
Target sequence (Q8TD30 whole entry, looked up): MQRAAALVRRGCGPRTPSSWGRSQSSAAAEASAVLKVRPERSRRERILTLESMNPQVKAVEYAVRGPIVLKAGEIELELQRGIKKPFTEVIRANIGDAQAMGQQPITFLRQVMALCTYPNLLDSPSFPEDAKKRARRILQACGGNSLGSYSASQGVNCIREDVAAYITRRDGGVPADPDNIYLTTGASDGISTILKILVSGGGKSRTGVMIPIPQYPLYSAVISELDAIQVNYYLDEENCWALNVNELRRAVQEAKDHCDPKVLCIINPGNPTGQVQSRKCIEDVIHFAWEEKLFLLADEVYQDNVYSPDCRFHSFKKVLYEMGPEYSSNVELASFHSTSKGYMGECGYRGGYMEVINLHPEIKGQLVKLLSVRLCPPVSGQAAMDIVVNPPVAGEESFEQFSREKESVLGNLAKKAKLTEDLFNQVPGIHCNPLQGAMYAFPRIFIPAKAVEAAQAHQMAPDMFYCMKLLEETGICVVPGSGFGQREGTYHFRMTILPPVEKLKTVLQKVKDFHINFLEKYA
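Recombinant GPT2 (10ng/uL) with 250uM a-KG and 2mM L-alanine, 30 min at room temperature, in HEPES pH 7.5 buffer. Pyruvate detected by pyruvate oxidase/HRP/Amplex Red fluorescence after 30 min in the dark; AOA (50uM) as positive control.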
IP6K1 inhibitor = Primary qHTS assay for small molecule inhibitors of Inositol hexaphosphate kinase 1 (IP6K1); Inositol hexakisphosphate kinase 1 (Homo sapiens), Q92551; IP6K1 kinase, ADP-Glo luminescence, 2 h; hits give low values; activity change, % (series mostly up to about 58 µM); hit rate 0.81% among 140,000; AID 1645851, 2021; in the data active means activity change below about -25%
Target sequence (Q92551 whole entry, looked up): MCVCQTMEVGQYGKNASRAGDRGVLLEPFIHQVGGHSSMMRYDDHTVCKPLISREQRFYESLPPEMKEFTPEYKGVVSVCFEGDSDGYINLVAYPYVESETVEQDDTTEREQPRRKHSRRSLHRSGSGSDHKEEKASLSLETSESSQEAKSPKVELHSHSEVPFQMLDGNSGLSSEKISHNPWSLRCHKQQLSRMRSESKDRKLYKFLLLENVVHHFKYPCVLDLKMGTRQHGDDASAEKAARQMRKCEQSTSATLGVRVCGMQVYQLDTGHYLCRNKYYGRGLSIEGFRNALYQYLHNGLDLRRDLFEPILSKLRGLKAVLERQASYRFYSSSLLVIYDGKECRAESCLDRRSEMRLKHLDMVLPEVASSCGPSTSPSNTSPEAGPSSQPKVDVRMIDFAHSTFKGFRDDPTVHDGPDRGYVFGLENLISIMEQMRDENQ
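ADP-Glo luminescence measures ADP made by human IP6K1 during a 2 h RT reaction with ATP/IP6 (mix at 1.3 mM/130 uM); top library doses 57.5 and 19.1 uM final.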
SNCA expr inh = Primary qHTS assay for inhibitors of alpha-synuclein gene (SNCA) expression; HEK-293 SNCA-luciferase knock-in, luminescence, 24 h; Potency, µM (series often up to 57.2 µM), for inactives: at the top dose activity change, negative = inhibition, actives largely listed as inhibitors; hit rate 0.17% among 140,000;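 further: potency means the concentration at half of the fitted maximal effect; plate controls were DMSO cells for no effect and cell-free wells for full effect; nearly all actives have a fitted effect of over 45% in size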
Luciferase inh = Firefly luciferase inhibition profiling of diverse chemical library using quantitative high-throughput screening; Potency, µM (series often up to 115 µM), for inactives: top-dose activity change, negative = inhibition, actives largely listed as inhibitors; hit rate 2.5% among 76,000; purified P. pyralis luciferase, luminescence, biochemical; further: potency means the concentration at half of the fitted maximal effect; nearly all actives have a fitted effect of over 65% in size
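Cell-free enzyme assay, 10nM P. pyralis luciferase, luciferin and ATP each at 10uM. Inhibition profiled over a 6-point titration, read as luminescence.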
* hit, by the source's call; i = inactive; ? = inconclusive; · = no result given; [ ] = another dose, or the depositor's remark. Unless noted, the call rests on the fitted dose curve; in most records, active means well fitted curve in the direction sought with a large enough effect; inconclusive means small, poorly fitted or top-dose-only effect, or another doubt; inactive means no such curve, though single readings can be large; an effect the other way counts as inactive or inconclusive. Unless noted, on the % scale 0 is the no-effect control and ±100 the full control effect. The list is partial; count on the stated rates, not on these rows.

Every second line gives: HEK cytotox, 3T3 cytotox, HEK293 viab, GPT2 inh, IP6K1 inhibitor, SNCA expr inh, Luciferase inh
1: Cc1nnsc1C(=O)N[C@H]1CCN(C(=O)c2ccco2)[C@H](C(=O)N[C@H](Cc2ccccc2)C(N)=O)C1
    i, i, -1.4%, -11.2%, 11.6, 3.3%, 1.4%
2: O=C(O)CC1COCCN1C(=O)Cn1cnnn1 (stereo not given)
    1.7%, 0.9%, -2.0%, ?, 10.3, -6.0%, 2.1%
3: CN(C(=O)Cc1c[nH]c2ccccc12)C1CCc2nn(CC3CC3)c(=O)n2CC1 (stereo not given)
    3.3%, -18.3%, 1.3%, -5.5%, 4.9, -2.6%, -0.7%
4: COc1ccc(CCNC(=O)c2c(O)nc3ccccn3c2=O)cc1
    ·, ·, 9.4%, ·, -0.2, -7.6%, ·
5: CCOCCCNC(=O)C1CCN(C(=O)c2ccc(-c3cncnc3)cc2)CC1
    i, -1.5%, ·, ·, 11.3, ·, ·
6: O=C(Cc1cccc(Cl)c1)N1CCC(C(=O)N2CCC(N3CCCC3=O)CC2)CC1
    -5.6%, -22.8%, 7.6%, i, 5.5, 15.5%, ·
7: COc1cccc(NC(=O)Cn2c(=O)n(Cc3ccccc3)c(=O)c3c4c(sc32)CN(C(C)=O)CC4)c1
    ·, ·, ?, ·, 36.3, -18.5%, ·
8: COCCc1nn2c(=O)cc(COC(=O)c3ccc(C(C)(C)C)cc3)nc2s1
    ·, ·, 0.9%, ·, -3.3, -1.2%, ·
9: COc1ccc(-c2nn(-c3ccccc3)cc2CN2CCCC(CO)C2)c(F)c1 (stereo not given)
    ?, ?, 0.0%, i, -7.8, -5.8%, 8.4%
10: CCOc1ccc(C(=O)NCc2nnnn2-c2ccc(C)c(C)c2)cc1OCC
    ·, ·, -1.6%, ·, 8.3, 15.0%, ·
11: COc1cc(OC)c(N(C)C(=O)Cn2ncc3c(=O)oc4ccccc4c32)cc1Cl
    ·, ·, -7.2%, ·, -18.3, -6.4%, ·
12: Cc1cccc(NC(=O)Cn2nnc(C(=O)NCc3ccco3)c2N)c1
    ·, ·, 9.7%, ·, 0.7, -26.2%, ·
13: COc1cccc2c1OCC(CNC(=O)CCc1c(C)noc1C)C2 (stereo not given)
    -3.7%, -1.2%, 1.7%, i, 7.6, 7.9%, 0.0%
14: Cc1ncsc1C1N(C2CCN(Cc3ccccc3)CC2)C(=O)C12CCCC2 (stereo not given)
    ?, -22.7%, -2.5%[12.5 µM], 4.1%, 6.4, -11.7%, 9.5%
15: O=C(Cc1ccc(F)cc1)NCCc1csc(-c2cccc(F)c2)n1
    ·, ·, -1.8%, ·, 4.2, -15.0%, ·
16: CCOc1ccc(CNC(=O)CCn2nc(C)c3c(C)n(-c4ccccc4)nc3c2=O)cc1
    ·, ·, 9.9%, ·, 49.6, ?, ·
17: CC(C)(O)CCc1cccc(C(=O)NCC(O)c2ccncc2)c1 (stereo not given)
    2.3%, -8.5%, 4.4%, i[11.5 µM], 22.7, 15.5%, -3.2%
18: O=C(c1ccc(Cl)nc1)N1CCC(C(=O)N2CCC(N3CCOC3=O)CC2)CC1
    2.9%, -5.0%, 9.2%, i, -3.2, 0.9%, ·
19: Cc1cccc(NC(=O)CCS(=O)(=O)c2cc(Br)cc3c2N(C(=O)C2CC2)CC3)c1
    ·, ·, 16.9%, ·, -3.4, ?, ·
20: CC(C)NC(=O)N1CCCCCC1CN1CCOCC1 (stereo not given)
    -1.0%, -0.4%, -3.8%, -2.5%, -9.0, -5.1%, 6.1%
21: Cc1ccc(Cn2c(C3CCN(C(=O)c4ccccc4)CC3)n[nH]c2=O)cc1
    -24.9%, ?, 3.2%, i, -10.6, ?, -2.3%
22: CCc1cc(=O)n(CC(=O)N2CCN(c3ccc(OC)cc3)CC2)c(-c2ccccc2)n1
    -5.4%, i, 2.7%, -28.1%, -4.5, -2.5%, 3.3%
23: Cc1cn2nc(C(=O)NCCc3ccc(S(N)(=O)=O)cc3)cc2c(N2CCCC2)n1
    -4.3%, -26.1%, 18.8%, i, 0.0, -13.7%, -9.3%
24: Cc1ccc(C(=O)N2CCCC3(CC(c4ccccn4)=NO3)C2)cc1 (stereo not given)
    1.9%, 1.7%, -3.0%, -2.5%, -7.3, 0.9%, ·
25: COc1cc(CN(C(=O)c2ccc(OC(C)C)cc2)C2CCS(=O)(=O)C2)cc(OC)c1OC (stereo not given)
    ·, ·, 3.7%, ·, -10.2, 12.5%, ·
26: Cc1coc2cc3oc(=O)c(CC(=O)NCc4cccc(Cl)c4)c(C)c3cc12
    ·, ·, 3.0%, ·, -7.1, 10.3%, ·
27: COc1ccc(CNC(=O)CCc2nc3cccnc3n2Cc2ccccc2)cc1
    ·, ·, -2.1%, ·, 30.1, 2.7%, ·
28: Cc1nnc2n1CCC(N(C)C(=O)c1ccc3c(c1)OCO3)CC2 (stereo not given)
    i, i, -20.5%, 0.1%, -4.0, -18.0%, -4.1%
29: COCCn1ccc2c(C3=CCOCC3)nc(-c3cccc(NC(C)=O)c3)cc21
    ?, ?, -0.4%[87.6 µM], ?, -12.5, 3.3%[87.6 µM], -20.4%[172 µM]
30: Cc1ccc(Cl)cc1NC(=O)c1cc(S(=O)(=O)N2CCCCCC2)cn1C
    ·, ·, 2.6%, ·, 18.6, -2.2%, ·
31: O=C1CN(C(=O)CCC[C@@H]2[C@H]3CCCN4CCC[C@@H](CN2Cc2ccccc2)[C@@H]34)CCN1
    0.3%, -0.8%, 19.9%, -6.0%, 2.2, 8.6%, 0.1%
32: O=C(COCc1cc(-c2ccc3c(c2)OCO3)on1)N1CCN(c2cccc(C(F)(F)F)c2)CC1
    ·, ·, -8.5%, ·, -13.4, 13.2%, ·
33: Cc1ccc(NC(=O)CN2C(=O)NC3(CCCCC3)C2=O)c(C)c1
    -4.3%, -14.3%, -2.7%, -2.8%, -3.4, -5.6%, 2.9%
34: N#Cc1cccc(NC(=O)CN2C(=O)NC(c3ccc(Cl)cc3)C3=C2COC3=O)c1 (stereo not given)
    ?, ?, -2.5%, 0.6%, -9.6, ?, -16.7%
35: CC(C)c1nc2cc(NC(=O)C[C@H]3NC(=O)c4ccccc4NC3=O)ccc2n1C
    14.3%, i, -8.9%, i, 19.3, -9.5%, -10.3%
36: COCc1cc(N2CCc3onc(-c4cccc5ccccc45)c3C2)ncn1
    35.5µM*, ?, -25.1%, i, 11.8, ?, -7.9%
37: CC1=C2CC(C)(C)CC2C(O)C2=C(C1)C(=O)OC2O (stereo not given)
    ·, ·, -4.2%, 0.8%, -4.4, ·, ·
38: Cc1nc(C)c(C(=O)N2CCC(CC(=O)N(C)Cc3ccccc3)C2)s1 (stereo not given)
    4.2%, -5.2%, -6.0%[12.5 µM], -24.7%, -17.4, 42.3%[activator], -7.4%
39: CNCc1cccc(OC(F)(F)F)c1
    4.1%[230 µM], 2.8%[174 µM], 7.4%[87.6 µM], -25.2%[88.5 µM], 1.2, -11.6%[87.6 µM], ·
40: COc1ccc(CN2C(=O)CO[C@H]3CN(C4CCC4)C[C@H]32)cc1
    ?, -21.2%[138 µM], 6.4%[87.6 µM], i, -12.4, 3.9%[87.6 µM], -10.6%[172 µM]
41: Cc1ccc(NC(=O)Cn2c(-c3cccc(Cl)c3)nc(C)c(CCO)c2=O)cc1
    25.1µM*, 39.8µM*, ?, i, -10.9, -3.0%, -2.2%
42: CC(C)c1noc(-c2cccn3c(CNC(=O)c4cc(F)ccc4Cl)nnc23)n1
    -23.2%, i, -15.1%, 1.0%, 0.7, 4.8%, -5.5%
43: COc1ccc(CCN2CCC3(C2)C(=O)N(C)C(=O)N3C)cc1 (stereo not given)
    -10.3%, -24.2%, -3.2%, -4.2%, 20.1, 5.6%, ·
44: CN(C)C(=O)c1ccc(OC2CCN(C(=O)C3CCCCC3)CC2)nc1
    ?, -19.9%, 10.6%, i, 24.4, 0.2%, 2.4%
45: O=C1NC2(CCCN(CC3CCCCC3)C2)Oc2ccccc21 (stereo not given)
    ?, ?, 6.5%[87.6 µM], i, 12.9, -16.2%[87.6 µM], -12.4%[172 µM]
46: COc1ccccc1Nc1ccnc(N2CCCC(C(=O)NCc3cccs3)C2)n1 (stereo not given)
    ?, 31.6µM*, 3.9%[12.5 µM], 2.1%, -13.3, 4.2%, ·
47: COc1ccc2cc(CCC(C)=O)ccc2c1
    ·, ·, -18.4%[23.9 µM], i, 6.8, 35.8%[25.6 µM], ·
48: CCC(C)CNCC(=O)N1CCc2sccc2C1COc1cccc(C)c1 (stereo not given)
    ·, ·, -26.4%, 3.2%, -8.3, ·, ·
49: COc1ccccc1C(=O)Nc1ccnn1C1CCN(C(=O)CN)CC1
    -14.9%, -2.0%, 6.4%, -10.7%, 11.5, -12.8%, 8.2%
50: CN(C)c1ccc(NC(=O)CC(NCc2cccnc2)C(=O)O)cc1 (stereo not given)
    ·, ·, -3.4%, ·, 16.4, -14.3%, ·

Later entries
Every second line gives: HEK cytotox, 3T3 cytotox, HEK293 viab, GPT2 inh, IP6K1 inhibitor, SNCA expr inh, Luciferase inh
51: O=C1CC2CCN(C(=O)c3ccc4c(c3)OC(F)(F)O4)CC2CCN1 (stereo not given)
    i, i, -3.9%, i, 2.7, -6.5%, ·
52: CCc1ccc(CNC(=O)c2ccc(CS(=O)(=O)Cc3cccc(C)c3)o2)cc1
    ·, ·, 6.6%, ·, 0.3, ?, ·
53: CCOc1ccc(NC(=O)Nc2cc3c(cc2N2CCCCC2)n(C)c(=O)n3C)cc1
    ·, ·, 7.4%, ·, -0.9, -23.8%, ·
54: O=C1COc2ccc(OCC3CC3)nc2CN1Cc1ccccc1
    ?, ?, -10.6%[87.6 µM], -5.0%[88.5 µM], -4.5, -9.0%[87.6 µM], 0.4%[172 µM]
55: COc1ccc(C(=O)c2oc3ccccc3c2NC(=O)COc2ccc(C)cc2)cc1
    ·, ·, -11.6%, ·, -5.8, -3.4%, ·
56: COc1ccc(-c2cc(C[C@H]3CNCC[C@H]3CC(=O)NCc3ccccc3OC)no2)cc1
    ?, 70.8µM*, 4.3%, -5.3%, 0.4, -27.6%, 3.4%
57: COc1ccc(C2Cn3cnc(C(=O)N4CCC(C(=O)NCC5CC5)CC4)c3CO2)cc1 (stereo not given)
    -7.8%, i, -5.5%, 1.1%, -6.8, -9.3%, -5.6%
